Source: PubChem
GALK inhibitor: inhibitors of human galactokinase; P51570; Purified GALK, Kinase-Glo residual ATP luminescence; Potency, µM (highest dose often 57.5 µM), without a hit: at the top dose activity change, negative = inhibition, most hits filed as inhibitors; 0.007% of 270,000 active; also: potency is read from the fitted curve at half-maximal effect
Target sequence (P51570 whole entry, looked up): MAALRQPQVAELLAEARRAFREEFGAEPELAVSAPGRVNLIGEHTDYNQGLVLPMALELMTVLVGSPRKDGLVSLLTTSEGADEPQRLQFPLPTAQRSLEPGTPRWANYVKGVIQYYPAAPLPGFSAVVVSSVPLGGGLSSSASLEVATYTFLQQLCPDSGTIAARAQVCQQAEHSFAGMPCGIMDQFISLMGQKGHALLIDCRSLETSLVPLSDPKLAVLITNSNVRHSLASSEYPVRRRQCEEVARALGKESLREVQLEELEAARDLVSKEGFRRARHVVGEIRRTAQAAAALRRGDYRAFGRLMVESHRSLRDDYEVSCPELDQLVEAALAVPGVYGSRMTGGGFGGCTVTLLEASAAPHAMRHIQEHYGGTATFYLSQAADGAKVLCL
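Compounds were pin-transferred into ATP buffer (35 uM final), then GALK plus galactose (5 nM, 100 uM final) was added. After 1 h at room temperature, Kinase-Glo Plus was added and luminescence read after 10 min.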
KCNH2 WT inh: blocks the wildtype human KCNH2 potassium channel; activity change, % at 1.84 µM; U2OS, BacMam KCNH2, thallium flux FluxOr; active compounds read low; Q12809; 0.37% of 340,000 active;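 active = maximum activity change below -70%; inconclusive = maximum activity change between -70% and -50%; inactive = maximum activity change above -50%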
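U2OS cells were transduced with wild-type KCNH2 virus (2.03 x 10^8 / mL) for 4 h at room temperature, then cultured overnight at 37 C. Thallium flux was read with FluxOr dye. Rate constants were normalized to DMSO controls.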
Eya2 phos inh: inhibitors of human Eya2 phosphatase activity. O00167. recombinant Eya2, OMFP fluorescence dephosphorylation (OMFP is methylfluorescein phosphate). Potency, µM (series often up to 76.9 µM), for the others: top-dose activity, negative = inhibition, most hits filed as inhibitors. 0.006% of 330,000 active. AID 488837; also: potency is read from the fitted curve at half-maximal effect
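Eya2 (0.2 uM) preincubated 10 min at ambient with compound, then OMFP substrate added at 50 uM; 10 min reaction in 50 mM HEPES pH 7.5, 50 mM NaCl, 5 uM MgCl2, 0.05% BSA, 1 mM DTT. Fluorescence read at Ex 485/Em 525 nm.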
Giardia killer: Giardia lamblia killing | Giardia lamblia trophozoite viability | activity change, % at 7.66 µM, hits read low | 0.15% of 340,000 active; in the data active = activity change below about -80%; inconclusive = between about -30% and that limit;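 also: parasites exposed to compound for two days anaerobically before the ATP read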
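ATP-content bioluminescence gauges trophozoite survival. Cells (100/well) receive compound and incubate anaerobically for 48 hrs at 37 deg C; detection reagent follows for 15-30 min at room temperature.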
USP2a block: inhibitors of human ubiquitin-specific protease USP2a; O75604; USP2 core, Ub-CHOP2 coupled fluorogenic reporter, 485/531; Potency, µM (series often up to 38.3 µM), for inactives: top-dose activity change, negative = inhibition, most hits filed as inhibitors; 0.01% of 330,000 active;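 also: potency is read from the fitted curve at half-maximal effect; plate controls were DMSO wells for no effect and full inhibition by NEM control for full effect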
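Cell-free coupled assay: 10nM USP2 core preincubated 30min RT with compound in Tris-HCl pH 8.0/CaCl2/CHAPS buffer, then 25nM Ub-CHOP2 and 25nM reporter substrate; fluorescence (Ex 485/Em 531) read after 60min RT, normalized to NEM inhibition, concentration-response curves fitted.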
PKM2 act: activators of human pyruvate kinase M2. P14618. purified PKM2, Kinase-Glo ATP luminescence, activation; response scale: 0% is enzyme alone, no compound. Potency, µM (top dose mostly 57.5 µM), without a hit: at the top dose activation, actives largely listed as activators. 0.34% of 260,000 active; also: potency is read from the fitted curve at half-maximal effect; nearly all actives have a fitted effect of over 55% in size
Target sequence (P14618 whole entry, looked up): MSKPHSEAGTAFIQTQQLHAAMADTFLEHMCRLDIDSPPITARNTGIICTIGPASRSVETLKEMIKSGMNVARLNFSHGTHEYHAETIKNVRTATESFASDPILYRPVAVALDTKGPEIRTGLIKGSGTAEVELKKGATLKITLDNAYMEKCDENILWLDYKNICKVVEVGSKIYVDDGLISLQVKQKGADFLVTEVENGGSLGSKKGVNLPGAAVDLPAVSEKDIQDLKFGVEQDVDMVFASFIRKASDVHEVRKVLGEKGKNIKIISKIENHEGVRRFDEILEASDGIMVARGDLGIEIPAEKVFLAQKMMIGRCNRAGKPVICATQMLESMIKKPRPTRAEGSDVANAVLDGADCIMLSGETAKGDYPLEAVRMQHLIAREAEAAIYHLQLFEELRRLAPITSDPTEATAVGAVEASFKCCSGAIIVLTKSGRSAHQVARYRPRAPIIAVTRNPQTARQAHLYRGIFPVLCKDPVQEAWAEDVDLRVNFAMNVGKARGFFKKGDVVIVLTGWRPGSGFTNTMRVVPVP
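Kinase-Glo luminescence reports ATP generated from ADP (0.1 mM) and PEP (0.5 mM) by purified hPK-M2 after 1 h at room temperature, pH 7.2 imidazole buffer; intermediate enzyme activity allows detecting inhibitors and activators.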
KCNH2 3.1 block: blocks the human KCNH2 3.1 channel isoform. 0.95% of 340,000 active. U2OS KCNH2 3.1, thallium flux FluxOr; active compounds read low. activity change, % (tested at about 1.8 µM);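 active = maximum activity change below -70%; inconclusive = maximum activity change from -70% to -50%; inactive = maximum activity change above -50%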;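 also: thallium influx rate constant from kinetic fluorescence after stimulation buffer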
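Virally transduced U2OS (3.1 isoform, 4 h infection in dark at RT) → overnight 37 C → FluxOr + Red40 in HBSS/HEPES, 45 min → stimulation buffer, 2 min kinetic read → rate constant vs DMSO controls.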
Chronic BCR inh: blocks chronic active B-cell receptor signaling; ABC-DLBCL IkBa-CBG/CBR reporter, luminescence ratio, 4 h; Potency, µM (doses to about 46.1 µM), inactives show at the highest dose ratio change, negative = lower green/red ratio, most hits filed as inhibitors; 0.05% of 340,000 active; AID 493014; active = well fitted inhibition curve with a large enough effect in the signal ratio, with a control signal flat, not every such curve was filed as active; inconclusive = small, poorly fitted or top-dose-only effect, or effect the other way, or a change in a side signal; the % refers to the signal ratio;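 also: potency is read from the fitted curve at half-maximal effect; plate controls were basal doxycycline-induced cells for no effect and cells given 10 µM MG132 for full effect; MG132 reads +100%, hits lower the ratio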
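TMD8 ABC-DLBCL cells carrying doxycycline-inducible green luciferase fused to IkappaBalpha plus unfused red luciferase were exposed to compounds (up to 46 uM) for 4 hrs at 37C. Activity came from the overlap-corrected green/red luminescence ratio.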
FBPA coupling cs: coupling enzyme interference in Giardia aldolase counter-screen | coupling enzyme system counterscreen, AmpLite Red fluorescence | activity change, negative = inhibition, % at 58.2 µM, hits read low | 0.67% of 290,000 active | AID 2472; in the data active = activity change below about -30%
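Counterscreen lacking aldolase: glyceraldehyde-3-phosphate coupling-enzyme reagent preincubated 10 min at RT with compound (at 57.5 uM final), then substrate/coupling system with AmpLite Red added; fluorescence read at 525/598 nm after 20 min RT.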
B2AR arrestin: recruits beta-arrestin to the human beta2-adrenergic receptor | 0.02% of 330,000 active | P07550 | Potency, µM (highest dose often 46.1 µM), without a hit: at the top dose activation, usual class: activators | beta-arrestin recruitment to beta2AR, cell-based reporter;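 also: potency is read from the fitted curve at half-maximal effect; 0% = DMSO controls and full agonism = EC100 isoproterenol or metaproterenol; nearly all actives have a fitted effect of over 65% in size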
uPA surface inh: blocks generation of uPA at the cell surface; Potency, µM (top dose mostly 38.3 µM), for the others: at the highest dose activity change, negative = inhibition, actives largely listed as inhibitors; cell surface uPA generation assay, qHTS; AID 540303; 0.31% of 330,000 active; active = well fitted inhibition curve with a large enough effect; inconclusive = small, poorly fitted or top-dose-only effect; inactive = no such curve, though single readings can be large or run the other way; tested in mouse RAW 264.7 cells; also: potency is read from the fitted curve at half-maximal effect; nearly all actives have a fitted effect of over 55% in size
An asterisk follows results filed as active; ? = inconclusive; . = no result given; [ ] = remark or other dose. Unless noted, calls follow the shape of the dose curve; as a rule, active = well fitted curve in the direction sought with a large enough effect; inconclusive = small, poorly fitted or top-dose-only effect, or another doubt; inactive = no such curve, though single readings can be large; an effect the other way counts as inactive or inconclusive. Unless noted, % is scaled to controls: 0 for no effect and ±100 for the full control effect.

Below each SMILES: GALK inhibitor, KCNH2 WT inh, Eya2 phos inh, Giardia killer, USP2a block, PKM2 act, KCNH2 3.1 block, Chronic BCR inh, FBPA coupling cs, B2AR arrestin, uPA surface inh
[1] O=C(COC(=O)Cc1c(F)cccc1Cl)NC(=O)Nc1ccccc1F
  ., -1, -2%, -10, 0%, ., 3, 4%, ., -0.5%, -1%
[2] COc1cc(CCC(=O)OCC(=O)Nc2c(C)cccc2C(C)C)cc(OC)c1OC
  0%, -42, -1%, -9, 3%, 0%, -23, -8%, 3, -0.5%, 23%
[3] O=C(N/N=C\c1ccc(Br)o1)C1COc2ccccc2O1 (configuration not stated)
  1%, 17, -7%, -15, 8%, 23%, -14, 2%, 0, 0.2%, -24%
[4] CCN(CCn1cccn1)C(=O)C1CCC(=O)N(CC2CCCCC2)C1 (configuration not stated)
  1%, 3, 2%, 6, 3%, 1%[0.46 µM], -25, 3%, 1, -0.4%, 0%
[5] CCCCC(=O)Nc1ccc(NC(=O)c2cccnc2)cn1
  -1%, 2, -4%, 2, 0%, -10%, 0, 0%, 1, -0.3%, -5%
[6] CCOc1ccc(S(=O)(=O)N2CCN(C(=O)c3oc4ccc(OC)cc4c3C)CC2)cc1
  ., -1, -9%, -10, 5%, ., -17, -2%, ., -3.4%, -1%
[7] CCC(=O)Nc1cccc(C(=O)OC)c1
  -2%, 13, 10%, -8, -1%, -2%, 18, 5%, -2, -0.8%, -4%
[8] COc1ccc(CNC(=O)c2cc3cccc(OC)c3oc2=N)cc1
  -3%, 3, -1%, 7, -1%, 6%, 6, 2%, 2, -1.0%, 8%
[9] CC(=O)Nc1sc(C)c(C)c1C(=O)Nc1ccc(C)cc1
  3%, 1, -12%, -22, 1%, 8%, -5, 0%, 2, -0.3%, 2%
[10] CCOc1cc(CNc2ccccc2SC)ccc1O
  0%, ., -18%, ., 1%, 1%, ., 5%, -14, -0.1%, .
[11] CN(C)S(=O)(=O)c1cc(S(=O)(=O)N(C)C)c(Cl)cc1N
  1%, -15, 18%, 7, 1%, -5%, -2, 1%, 11, -0.6%, -6%
[12] Cc1cc(C)cc(NC(=O)C2CCN(c3nccs3)CC2)c1
  8%, -1, -4%, -21, -2%, 5%, 15, 5%, 2, -0.5%, 3%
[13] Cc1ccc(C)c(N2CCN(CC(=O)Nc3ccc4[nH]c(=O)[nH]c4c3)CC2)c1
  0%, 2, -5%, -11, -1%, 0%, 13, 0%, -2, -1.8%, 6%
[14] CCOc1ccc(CCNC(=O)Cn2cccc2C(=O)c2ccccc2C)cc1OCC
  1%, 3, -4%, 0, 0%, 5%, 3, -17%, -1, -1.2%, 13%
[15] Cc1ccc(CNC(=O)C2CCC(CNc3c(N4CCOCC4)c(=O)c3=O)CC2)cc1 (configuration not stated)
  2%, -8, -4%, -20, 1%, -8%, 5, 6%, -1, 0.1%, 7%

Continued (7 carried over from the part before).
Below each SMILES: GALK inhibitor, KCNH2 WT inh, Eya2 phos inh, Giardia killer, USP2a block, PKM2 act, KCNH2 3.1 block, Chronic BCR inh, FBPA coupling cs, B2AR arrestin, uPA surface inh
[9] CC(=O)Nc1sc(C)c(C)c1C(=O)Nc1ccc(C)cc1
  3%, 1, -12%, -22, 1%, 8%, -5, 0%, 2, -0.3%, 2%
[10] CCOc1cc(CNc2ccccc2SC)ccc1O
  0%, ., -18%, ., 1%, 1%, ., 5%, -14, -0.1%, .
[11] CN(C)S(=O)(=O)c1cc(S(=O)(=O)N(C)C)c(Cl)cc1N
  1%, -15, 18%, 7, 1%, -5%, -2, 1%, 11, -0.6%, -6%
[12] Cc1cc(C)cc(NC(=O)C2CCN(c3nccs3)CC2)c1
  8%, -1, -4%, -21, -2%, 5%, 15, 5%, 2, -0.5%, 3%
[13] Cc1ccc(C)c(N2CCN(CC(=O)Nc3ccc4[nH]c(=O)[nH]c4c3)CC2)c1
  0%, 2, -5%, -11, -1%, 0%, 13, 0%, -2, -1.8%, 6%
[14] CCOc1ccc(CCNC(=O)Cn2cccc2C(=O)c2ccccc2C)cc1OCC
  1%, 3, -4%, 0, 0%, 5%, 3, -17%, -1, -1.2%, 13%
[15] Cc1ccc(CNC(=O)C2CCC(CNc3c(N4CCOCC4)c(=O)c3=O)CC2)cc1 (configuration not stated)
  2%, -8, -4%, -20, 1%, -8%, 5, 6%, -1, 0.1%, 7%
[16] COc1ccccc1CNC(=O)CCS(=O)(=O)Cc1ccc(C)cc1
  -7%, 10, -17%, -20, 3%, ., 26, -3%, ., 0.4%, -3%
[17] O=C(Nc1ccc(Cl)cc1)c1ccc(S(=O)(=O)N2CCOCC2)cc1
  3%, 3, 6%, 0, 2%, 0%, 7, 0%, 0, -0.2%, 2%
[18] CC1(C)C2CCC1(CS(=O)(=O)Nc1ccc(S(=O)(=O)N3CCCC3)cc1)C(=O)C2 (configuration not stated)
  1%, -19, -17%, 16, 0%, 0%, 0, 6%, -2, -0.5%, -3%
[19] Cc1ccc2c(c1)CCCN2C(=O)c1ccoc1C
  2%, 5, 9%, 36[activator], -2%, 13%, ?, -1%, 0, 0.1%, .
[20] O=C(NCc1ccccc1)c1ncn(Cc2ccccc2)c1C(=O)NCc1ccccc1
  ., 1, -1%, 1, -1%, ., -17, 4%, ., 0.0%, -7%
[21] CCc1cc(=O)oc2c(C)c(OCC(=O)NCCCn3ccnc3)ccc12
  0%, 7, 8%, 13, 0%, -5%, -4, 8%, -2, -1.3%, -2%
[22] O=C(Nc1ccc(F)cc1)NC1CCCc2ccccc21 (configuration not stated)
  -3%, -1, 9%, 1, 0%, -1%, 6, -13%, 0, 0.1%, -3%
[23] CC1CN(c2ccc(NC(=O)c3ccco3)cc2C(=O)O)CC(C)O1 (configuration not stated)
  ., -2, 21%, -9, -1%, 1%, 0, 1%, 1, -0.6%, -1%
[24] Cc1ccc(NC(=O)COC(=O)c2cc(Cl)cc(Cl)c2)c(Br)c1
  0%, 7, 11%, -1, 5%, 3%, 17, -2%, 2, -0.7%, 2%
[25] Cc1ccccc1N(C(=O)c1snc(C(N)=O)c1N)C(C(=O)NCC1CCCO1)c1ccc(F)cc1 (configuration not stated)
  8%, -3, -18%, 45[activator], 1%, 2%, -7, -10%, -2, -0.8%, .
[26] O=C(CSCc1ccc(Cl)cc1)Nc1ccc(Br)cc1C(=O)O
  ., -2, -4%, -23, 3%, ., -14, ?, 3, -0.7%, 2%
[27] CCOc1ccccc1NC(=O)c1ccc2c(c1)C(=O)N(CC(C)C)C2=O
  -1%, 0, 7%, -1, 2%, 0%, -7, -4%, -1, -0.7%, -3%
[28] CCOC(=O)N1CCN(C2=C(NS(=O)(=O)c3ccc(C)cc3)C(=O)c3ccccc3C2=O)CC1
  -3%, 15, -7%, -4, 0%, ., -16, 3%, ., -0.1%, ?
[29] CC(CNS(=O)(=O)c1ccccc1)Sc1nncn1C (configuration not stated)
  4%, 1, 7%, 5, 0%, 1%, -18, -1%, 4, -0.4%, 2%
[30] Nc1nc(Nc2ccccc2F)nc(NCc2ccccc2)c1[N+](=O)[O-]
  -1%, -3, 7%, -2, -7%, -3%, -19, ?, -2, -0.8%, ?

Below each SMILES: GALK inhibitor, KCNH2 WT inh, Eya2 phos inh, Giardia killer, USP2a block, PKM2 act, KCNH2 3.1 block, Chronic BCR inh, FBPA coupling cs, B2AR arrestin, uPA surface inh
[31] Cc1cc(OCCCC(=O)NNC(=O)c2ccncc2)ccc1Cl
  2%, 8, -3%, -14, 2%, -15%, 1, -1%, ., -0.6%, -2%
[32] CCN(c1ccccc1)S(=O)(=O)c1cc(C(=O)NCc2ccco2)ccc1C
  ., -3, 16%, 7, 0%, ., -11, 1%, ., -0.8%, -30%
[33] Brc1cccc(C2CC(c3ccccc3)n3nnnc3N2)c1 (configuration not stated)
  3%, -13, -3%, -7, 3%, ?, -8, 7%, 0, 0.5%, 0%
[34] COc1ccc(CN(C(=O)c2oc3cc(C)ccc3c2C)C2CCS(=O)(=O)C2)cc1OC (configuration not stated)
  ., -1, -7%, 10, -4%, 0%, 18, -9%, 0, -0.1%, 8%
